bCat nuc transl = alters nuclear translocation of beta-catenin in HeLa cells; immunofluorescence imaging; nuclear translocation activity, % at 5 µM; 0.3% of 190,000 active; AID 1665;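 active means nuclear translocation activity above 50% at 5 µM, with a well cell count of 50 or more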;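 further: per-cell ratio of nuclear to cytoplasmic median beta-catenin stain intensity; plate controls were DMSO negative control for no effect and GSK-3 inhibitor IX positive control for full effect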
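Signal – beta-catenin immunofluorescence imaging with DAPI · Test system – human HeLa cell line · Dosing – 5 µM primary single dose, 0.1% DMSO, 0.02–20 µM confirmation series · Measure – % activation, nuclear-to-cytoplasmic median beta-catenin signal ratio per cell · Incubation – 24 h compound exposure at 37°C, 5% CO2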
Hep lipid drop = modulators of hepatic lipid droplet formation. AML12 mouse hepatocytes, oleate lipid droplets, BODIPY imaging. inhibition, % at 6.5 µM. 0.4% of 240,000 active. AID 1656;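 active means lipid droplet intensity inhibited by at least 50%, with more than 500 cells counted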
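Assay system: AML12 mouse liver cells | Compound: 6.5 µM single-point dosing | Schedule: Overnight exposure | Technique: Fluorescence imaging, 20x objective, two fields per well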
Autophagy HCS = autophagy modulation, high-content screen | MEF GFP-LC3 puncta imaging; test concentration mostly 10 µM | calls only at 10 µM (by protocol) | 0.98% of 190,000 active | AID 463193;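 active means percentage of spot-positive cells more than 3 SD above its plate mean, without a fluorescence outlier flag or 80% toxicity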;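 further: spot-positive cell cutoff set from DMSO-treated cells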
T cell HTS = T cell immune modulation candidate; 2C CD8+ T cell-vesicle binding, flow cytometry; hits give low values; calls only at 7 µM; 0.068% of 330,000 active;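 active means response, share of CD8 T cells binding vesicles, and their 90th percentile fluorescence all below set limits, cut at about 80% in these data, passing the limit was not always enough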
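Benchmarks: naked versus QL9-loaded vesicles / Assay system: purified 2C TCR transgenic mouse naive CD8+ T cells / Technique: high-throughput flow cytometry with anti-B7-1 and anti-CD8 staining / Timing: Cell–vesicle co-incubation 1.5 h at 37 °C, staining 20 min on ice / Read-out: percent CD8+ FL2 mean versus row control / Probe or stimulus: QL9-loaded Drosophila micro-vesicles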
Dynein transport = blocks dynein driven cargo transport along microtubules | 3617.4 mouse cells, GR-EGFP nuclear translocation imaging; test concentration mostly 20 µM; stimulated with dexamethasone, 1 µM; hits give low values | z-score, hits read low | 0.47% of 220,000 active | AID 1381;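 active means plate z-score of nuclear minus cytoplasmic receptor signal below a set negative limit, without overly bright fluorescence or cell loss, cut at about -3.5 in these data, passing the limit was not always enough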;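 further: z-score of nuclear minus cytoplasmic ring GR-EGFP intensity difference per well; some compounds called inactive have numbers as strong as hits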
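Schedule: 48 h induction, then 1 h compound, then 30 min agonist, 37 °C. Buffer or medium: tetracycline-free induction medium containing charcoal-stripped FBS. Reagent: 1.0 µM final dexamethasone stimulus. Evaluation: nuclear versus cytoplasmic GR-EGFP signal, averaged per well. Signal: high-content fluorescence imaging after fixation.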
MT stabilize HCS = stabilizes microtubules in HeLa cells; HeLa tubulin immunostaining HCS, 24 h; share of cells brighter than vehicle mean+2SD; % tubulin-high responders, % at 10 µM; 0.83% of 200,000 active;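 active means plate Z-score above 3 for both tubulin-high and condensed-nucleus cell shares, with cell loss under 80%, at 10 µM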;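 further: anti alpha tubulin signal scored within the nucleus-defined area of each cell; some results filed as inactive read as strong as hits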
Salmonella PhoP GFP = PhoP-dependent GFP reporter repression – Salmonella Typhimurium, primary screen (AID 1863); inhibition, % at 50 µM; hits with a dose series show IC50 in µM; 0.16% of 300,000 active; S. Typhimurium PhoP-regulated promoter GFP reporter, 4 h; higher % means a stronger effect;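 active means inhibition over 29.93%, a cutoff 3 SD above the screen mean, later confirmed by dose response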;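 further: 0% = low Mg2+ inducing control and 100% = high Mg2+ repressing control; strong numbers were not always called active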
CSM14.1 death rescue = protection against thapsigargin-triggered cell killing – 384-well, CSM14.1, ATP luminescence, primary screen (AID 1222) | CSM14.1 thapsigargin-induced death rescue, ATP luminescence; higher % means a stronger effect | cellular ATP content (survival), % at 20 µM, or EC50 in µM where a hit was titrated | 190,000 tested, under 10 active;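 active means EC50 below 50 µM in the dose-response confirmation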;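 further: death triggered by thapsigargin at about 15 µM added after 2 h compound pretreatment; cell ATP read after overnight thapsigargin exposure of roughly 18 to 22 hours; normalized against plate controls of thapsigargin alone and 5% DMSO vehicle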
Ins promoter up = MIN6 insulin promoter up-regulation. 0.3% of 190,000 active. z-score at 5 µM. AID 1625. MIN6 insulin promoter-GFP reporter, high-content imaging; hits give high values;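 active means z-score above 3 at 5 µM with at least 500 cells counted in the well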
Dynein transport cytoplasmic EGFP = further read-out of Dynein transport, marked with its call; z-score; measured here: cytoplasmic GR-EGFP intensity; hits give high values
Dynein transport nuclear GR-EGFP = recorded beside Dynein transport, whose call it bears; z-score; measured here: nuclear GR-EGFP intensity;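 lower value marks the stronger effect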
Dynein transport cell count = also measured in Dynein transport; calls as there; z-score; measured here: cell count per field
Ins promoter up cell count = recorded beside Ins promoter up, whose call it bears; cell count; measured here: cytotoxicity, nuclei count;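 total cells summed across four imaged fields per well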
Hep lipid drop cells 6.5 µM = further read-out of Hep lipid drop, marked with its call; cell count; measured here: cell count, cytotoxicity flag;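 cells counted across two imaged fields per well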
bCat nuc transl cell count 5 µM = also measured in bCat nuc transl; calls as there; cell count; measured here: cell count, cytotoxicity flag
T cell HTS vesicle-bound % = further read-out of T cell HTS, marked with its call; double positive events, %; measured here: CD8+ vesicle-bound cell fraction;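 binding gate set so that unloaded-vesicle control wells show 10% double positive cells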
MT stabilize HCS Hoechst-high % = further read-out of MT stabilize HCS, marked with its call; % Hoechst-high responders; measured here: nuclear condensation Hoechst responders;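 share of cells brighter than vehicle mean plus two SD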
MT stabilize HCS cytotoxicity % = further read-out of MT stabilize HCS, marked with its call; toxicity, %; measured here: cytotoxicity by cell density;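 0% = mean cell density of plate MIN control wells and 100% = no cells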
Autophagy HCS cell loss 18 h = second read-out of Autophagy HCS, no call of its own (marks repeat the call); toxicity, %; measured here: cell loss, nuclei count;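 cell loss after 18 h compound exposure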
* = called active by the depositor; i = inactive; / = not tested or not shown.

SMILES | bCat nuc transl | bCat nuc transl cell count 5 µM | Hep lipid drop | Hep lipid drop cells 6.5 µM | Autophagy HCS | Autophagy HCS cell loss 18 h | T cell HTS | T cell HTS vesicle-bound % | Dynein transport | Dynein transport cytoplasmic EGFP | Dynein transport nuclear GR-EGFP | Dynein transport cell count | MT stabilize HCS | MT stabilize HCS Hoechst-high % | MT stabilize HCS cytotoxicity % | Salmonella PhoP GFP | CSM14.1 death rescue | Ins promoter up | Ins promoter up cell count
CC(=O)N1CCC(N(CCN2CCOCC2)C(=S)Nc2cccc(C)c2C)CC1 | 0.5 | 1143 | 8 | 578 | i | 7 | i | 46 | 0.037 | -0.22 | 0.1 | 0.53 | 2.3 | 1.8 | 4.8 | 36% | 1.6% | -0.01 | 1491
O=C(Nc1ccc2c(c1)CCC2)C1CCCO1 (stereo unspecified) | -1.8 | 594 | -2 | 706 | i | 2 | i | 29 | -0.063 | -0.22 | -0.16 | -0.089 | 2.6 | 2.1 | 6.9 | -7% | -4.0% | 0.16 | 1269
CCOC(=O)C1CCCN(C(=O)c2cc3cc(Br)ccc3oc2=O)C1 (stereo unspecified) | 5.4 | 1025 | -5 | 674 | i | -7 | i | 23 | -0.00052 | -0.24 | -0.14 | 0.44 | 2.5 | 2.5 | 6.6 | 2% | -1.4% | -0.13 | 1079
C/C=C/C=C/C(=O)OCC(=O)Nc1ccc(Cl)cc1 | 0.1 | 1059 | -5 | 669 | i | 8 | i | 35 | 0.45 | -0.35 | 0.5 | 0.55 | 4.0 | 2.9 | 4.9 | 4% | -0.3% | -0.39 | 1229
Cc1cccc(C)c1Nc1nnc(SCC(=O)NCc2ccco2)s1 | -2.9 | 765 | / | / | i | 7 | i | 32 | -1.3 | -0.28 | -1.2 | 0.53 | 5.1 | 3.9 | 5.7 | -4% | 4.4% | -0.24 | 1092
Cc1csc(Sc2ccc(C(=O)OCC(=O)Nc3ccc(F)cc3[N+](=O)[O-])cc2[N+](=O)[O-])n1 | -1.8 | 1163 | -2 | 622 | i | 11 | i | 34 | -0.68 | -0.23 | -0.086 | 0.92 | 1.8 | 4.2 | 7.0 | 2% | 2.3% | -0.03 | 1404
COc1cccc(N(CC(=O)Nc2ccc3c(c2)OCO3)S(=O)(=O)c2ccccc2)c1 | -3.3 | 1218 | -2 | 879 | i | 40 | i | 26 | 0.96 | 0.49 | 0.82 | -0.17 | 1.5 | 1.3 | 4.0 | 1% | 1.6% | 0.76 | 876
CC(=O)Nc1ccc(S(=O)(=O)Nc2cc(C)ccn2)cc1 | 0.2 | 1132 | 1 | 686 | i | 8 | i | 52 | -0.075 | -0.23 | -0.59 | 1 | 1.7 | 1.3 | 4.6 | 9% | 0.7% | -0.22 | 1268
CC(=O)Nc1ccc2nc(NC(=O)c3cccs3)sc2c1 | -0.3 | 1311 | 17 | 720 | / | / | i | 22 | 0.26 | -0.23 | 0.57 | -0.8 | / | / | / | -2% | / | -0.49 | 1014
O=C(N/N=C/c1ccc(Cl)cc1)C1CC12CCC2 (stereo unspecified) | 1.8 | 1042 | -3 | 738 | i | 1 | i | 45 | -0.13 | -0.17 | 0.12 | -1.3 | 2.4 | 2.4 | 8.3 | 6% | -0.4% | -0.71 | 1026
COc1ccc(C(c2sc3nc(C)nn3c2O)N2CCc3ccccc3C2)cc1 (stereo unspecified) | -0.2 | 1054 | -11 | 605 | i | 0 | i | 43 | -0.88 | -0.14 | -0.35 | -0.094 | 2.0 | 1.1 | 6.6 | 1% | -2.9% | 0.35 | 1900
CSc1ncccc1-c1nc2ccccc2[nH]1 | -6.0 | 1243 | 1 | 761 | i | -4 | i | 15 | -0.23 | -0.091 | 0.24 | 0.48 | 2.7 | 2.0 | 5.6 | 21% | -6.1% | 0.45 | 838
Cc1cccc(NC(=S)NCc2cccn2C)c1 | / | / | 8 | 787 | i | 24 | i | 7 | -1.1 | -0.14 | -0.28 | 0.62 | 1.3 | 2.2 | 4.2 | 18% | 0.3% | 1.5 | 848
Cc1nnc(Nc2ccccn2)c2ccccc12 | -2.3 | 1280 | 3 | 745 | i | 5 | i | 34 | -0.77 | -0.22 | -0.12 | 0.77 | 2.8 | 2.0 | 7.5 | 5% | -2.1% | -0.18 | 1113
O=C(OCC(=O)c1c[nH]c2ccccc12)c1cc(Br)ccc1O | -0.2 | 1083 | -12 | 740 | i | 7 | i | 53 | -0.58 | -0.3 | -0.18 | 0.71 | 1.8 | 1.6 | 4.9 | 3% | -1.8% | 0.11 | 1246
CCCC(C)c1nnc(NC(=O)C2CCCO2)s1 (stereo unspecified) | / | / | -19 | 664 | i | 4 | i | 26 | 0.27 | -0.24 | -0.21 | -0.69 | 3.3 | 2.0 | 3.0 | 2% | / | 0.54 | 932
COc1ccc(CN(Cc2cccnc2)S(=O)(=O)c2ccc(-n3cnnn3)c(C)c2)cc1OC | -1.3 | 983 | / | / | i | -13 | i | 10 | -0.083 | -0.18 | 0.22 | -0.6 | 5.6 | 2.6 | 6.1 | -6% | -1.9% | / | /
NC(=O)c1ccc(NC(=O)COC(=O)C(Cc2ccccc2)NC(=O)c2ccccc2)cc1 (stereo unspecified) | 2.2 | 1535 | -1 | 644 | i | -3 | i | 52 | 0.45 | -0.22 | -0.035 | 0.092 | 4.4 | 4.0 | 10 | 8% | -0.1% | / | /
C#CCn1cc(C=C2C(=O)c3ccccc3C2=O)c2ccccc21 | -2.6 | 1115 | 0 | 545 | i | -7 | / | / | -1 | 0.57 | -0.24 | 1.1 | 3.3 | 2.5 | 6.0 | 1% | -0.8% | 0.28 | 1283
O=C(O)[C@@H](c1ccccc1)N1Cc2ccccc2C1=O | 1.3 | 1112 | / | / | / | / | i | 33 | 1.2 | -0.2 | 0.61 | -0.57 | 6.2 | 1.8 | 3.8 | 5% | -0.7% | 0.72 | 759
C#CCOCCOCCOCCNc1nc(N2CCN(C(=O)[C@H]([C@@H](C)CC)n3cc([C@@H](N)CO)nn3)CC2)nc(N2CCN(C(=O)[C@H](CCCCN)n3cc([C@@H](N)C(C)CC)nn3)CC2)n1 (stereo partly specified) | 2.7 | 1036 | 5 | 663 | i | 21 | i | 25 | 0.49 | -0.2 | 0.72 | -0.99 | 1.9 | 1.1 | 0.3 | 5% | -1.3% | 0.94 | 1252
COCCOC(=O)c1c(C)oc2ccc(OC(=O)c3cccs3)cc12 | -2.0 | 1192 | / | / | i | 0 | i | 52 | 0.39 | -0.004 | 0.2 | 0.19 | 2.2 | 1.4 | 8.3 | -6% | -1.5% | -0.1 | 1012
CCc1cc(C(c2cccc(OC)c2)N2CCOCC2)c(NC(=O)c2ccccc2)s1 (stereo unspecified) | 1.3 | 1348 | / | / | i | -24 | i | 29 | 0.7 | -0.15 | 0.88 | 0.61 | 3.5 | 1.4 | 7.0 | 26% | -0.1% | 1.2 | 1357
O=C(CC1CCS(=O)(=O)C1)Nc1ccc[nH]c1=O (stereo unspecified) | -0.7 | 982 | 6 | 717 | i | -6 | i | 54 | -0.076 | -0.23 | -0.1 | 0.73 | 4.1 | 3.3 | 4.7 | -5% | -0.8% | 0.03 | 1437
Cn1c(SCCCC(=O)c2ccc(F)cc2)nnc1-c1ccncc1 | 3.1 | 1420 | / | / | i | 0 | i | 42 | -0.53 | -0.16 | -0.054 | -0.56 | 2.6 | 1.2 | 3.7 | 3% | -1.8% | -0.54 | 1223
COc1ccc2cc(C3NC(=O)c4ccccc4N3)c(Cl)nc2c1 (stereo unspecified) | 1.0 | 1043 | 1 | 809 | i | 4 | i | 40 | 0.65 | -0.27 | 0.58 | -0.8 | 3.6 | 0.5 | 1.0 | 10% | 0.3% | 0.05 | 1307

High-throughput results (PubChem)
